Compound activity from PubChem BioAssay.
Calpain2 inh = inhibitors of pig calpain II, primary screen, biochemical, fluorogenic peptide substrate, 1536-well; purified calpain II, 30 min; inhibition, % at 16 µM; 0.37% of 220,000 active; AID 1236, 2008;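 active means inhibition above about 50%, limit read from the data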
S1P4 agonist = S1P4 receptor agonists, primary screen, cell-based. Sphingosine 1-phosphate receptor 4 (Homo sapiens), O95977. S1P4-expressing cell line, agonist reporter assay. activation, % at 4.98 µM. 0.35% of 220,000 active; in the data active means activation above about 11%;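 further: 0% = DMSO vehicle and 100% = reference agonist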
Target sequence (O95977 whole entry, looked up): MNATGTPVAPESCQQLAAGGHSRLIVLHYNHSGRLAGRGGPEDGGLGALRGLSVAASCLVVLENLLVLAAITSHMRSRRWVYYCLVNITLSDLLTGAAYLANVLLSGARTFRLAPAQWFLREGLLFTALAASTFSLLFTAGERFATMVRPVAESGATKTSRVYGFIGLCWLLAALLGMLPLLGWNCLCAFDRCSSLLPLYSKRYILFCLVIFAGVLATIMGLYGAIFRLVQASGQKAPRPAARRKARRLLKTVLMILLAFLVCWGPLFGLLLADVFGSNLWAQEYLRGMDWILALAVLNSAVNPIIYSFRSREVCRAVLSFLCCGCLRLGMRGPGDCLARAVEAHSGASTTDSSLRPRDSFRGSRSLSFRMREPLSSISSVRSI
Ba/F3 V617F tox = reduced viability of JAK2V617F-dependent Ba/F3 cells, primary screen, JAK2V617F inhibitor project, cell-based, Ba/F3 EpoR-JAK2V617F, luminescence; ATP luminescence; 1.1% of 220,000 active; inhibition, % at 5.6 µM;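 active means inhibition above the campaign mean plus 3 SD over all tested compounds, cut at about 24% in these data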;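 further: cytokine-independent growth of Ba/F3 cells driven by EpoR plus mutant JAK2; 0% = DMSO-treated cells and 100% = JAK inhibitor I control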
PERK inhibitor = block of dimerizer-induced PERK translation repression, primary screen, PERK inhibitor project, CHO PERK-DD cells, SEAP luminescence, HTS; Eukaryotic translation initiation factor 2-alpha kinase 3 (Homo sapiens), Q9NZJ5; CHO PERK-DD fusion, SEAP luminescence translation reporter; inhibition, % at 5.6 µM; 0.17% of 220,000 active;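 active means inhibition above the mean inhibition of all tested compounds plus 3 SD, set separately per screening campaign, cut at about 2.9% in these data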;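 further: PERK kinase domain activated by AP20187 dimerizer at 100 nM; 0% = DMSO with dimerizer and 100% = rapamycin at 8.4 µM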
TRPML3 agonist = human TRPML3 channel agonists, primary screen, cell-based, HEK293 TRPML3-YFP, Fluo-8 calcium fluorescence, 3 µM; 100% = the carbachol control signal; activation, % at 3 µM; 0.29% of 220,000 active; AID 1448, 2008;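 active means activation above its plate's cutoff, the mean activation of the plate's test wells plus 3 SD, cut at about 12% in these data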;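 further: 0% = DMSO only wells and 100% = carbachol wells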
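Material: TRPML3-YFP stable HEK293 cells | Dosing: One concentration, 3 µM nominal, 0.3% DMSO | Timing: 125 s total fluorescence read per well | Technique: Fluo-8 calcium dye fluorescence, ex 470-495, em 515-575 nm | Measure: Percent activation from peak-to-basal fluorescence ratio, scaled between DMSO and carbachol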
TRPN1 ag = zebrafish TRPN1 channel agonists, primary screen, cell-based, HEK293, calcium fluorescence; HEK293 zebrafish TRPN1-YFP, Fluo-8 calcium fluorescence; 100% = response to 87 µM carbachol; transient receptor potential cation channel N1 (TRPN1/NompC), Danio rerio; 0.18% of 220,000 active; activation, % at 3 µM; AID 1424, 2008;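 active means activation above its plate's cutoff, the mean activation of test wells on that plate plus 3 SD, cut at about 19% in these data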;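 further: 0% = DMSO alone and 100% = 87 µM carbachol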
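Material – zebrafish TRPN1-YFP in HEK293 cells · Doses – 3 µM single point · Schedule – dye 1 h 37 °C plus 30 min RT · Signal – Fluo-8 calcium fluorescence, excitation 470-495 nm, emission 515-575 nm · Read-out – % activation versus carbachol response · Control set – carbachol high, DMSO low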
EP2 modulator = EP2 receptor modulators, cAMP readout, primary screen, cell-based, HTRF cAMP, PGE2 stimulation | Prostaglandin E2 receptor EP2 subtype (Homo sapiens), P43116 | EP2-expressing cells, cAMP HTRF FRET, PGE2 co-stimulation | induction, % at 25 µM | 0.83% of 260,000 active;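 active means compounds whose cAMP rise, as percent of the full-agonist control response, exceeds 60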;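 further: rat C6 glioma line stably carrying human EP2 under a CMV promoter; the protocol text gives 20 µM as final concentration; 100% = response of wells given 1 µM PGE2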
Target sequence (P43116 whole entry, looked up): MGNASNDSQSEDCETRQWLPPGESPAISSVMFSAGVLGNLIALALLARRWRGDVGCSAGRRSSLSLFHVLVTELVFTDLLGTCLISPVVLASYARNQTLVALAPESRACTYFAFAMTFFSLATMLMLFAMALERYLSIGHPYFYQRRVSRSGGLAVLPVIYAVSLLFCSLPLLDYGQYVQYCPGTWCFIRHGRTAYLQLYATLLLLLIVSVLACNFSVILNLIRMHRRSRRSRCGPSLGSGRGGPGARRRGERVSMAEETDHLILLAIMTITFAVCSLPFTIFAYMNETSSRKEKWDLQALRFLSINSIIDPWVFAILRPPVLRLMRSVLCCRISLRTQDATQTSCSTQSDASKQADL
S1P4 antagonist = S1P4 receptor antagonists, primary screen, cell-based; S1P4-expressing cells, antagonist mode, reporter read-out; inhibition, % at 4.98 µM; 0.26% of 220,000 active; AID 1510, 2009; in the data active means inhibition above about 29%;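 further: 0% = wells stimulated with agonist and 100% = vehicle wells without agonist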
BaF3 tox = parental Ba/F3 cell viability inhibition, counter-screen for JAK2V617F inhibitor project, murine pro-B, CellTiter-Glo luminescence | AID 1486, 2009 | inhibition, % at 5.6 µM | 1.1% of 220,000 active | CellTiter-Glo ATP luminescence;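 active means inhibition above a per-campaign cutoff, the mean inhibition of all tested compounds plus 3 SD, cut at about 27% in these data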;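 further: 0% = DMSO wells and 100% = JAK Inhibitor I control wells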
* marks the source's active call; other numbers are inactive results; i = inactive; & = joins results of further samples. Outcome played no part in choosing rows; 3.6% or so of the library scored in one or more.

SMILES	Calpain2 inh	S1P4 agonist	Ba/F3 V617F tox	PERK inhibitor	TRPML3 agonist	TRPN1 ag	EP2 modulator	S1P4 antagonist	BaF3 tox
O=C(Cc1ccc(F)cc1)OCC(=O)c1cc2ccccc2o1	-33	1.6	3	0.7	-1.7	-2.4	16	-12	7
Cc1ccc(CNC(=O)C(=O)NCC2CCCO2)cc1 (stereo not given)	-15	2.9	0	0.8	-0.3	-0.5	15	-20	1
Cc1ccc(O)c(C2=Nc3ccccc3N=C(c3ccc([N+](=O)[O-])cc3)C2)c1	-6	-1.8	-5	0.6	0.2	0.1	25	0	4
COc1ccc(/C(N)=N/OC(=O)c2cccc([N+](=O)[O-])c2C)cc1	-10	0.9	3	-0.4	0.3	-0.4	-43	-1	10
CC(=O)Nc1ccc2c(c1)nc1n2CCN(C2CCCCC2)C1	-209	-0.4	-4	1.0	0.7	-0.3	-9	-17	4
Cc1c(Cl)c([N+](=O)[O-])nn1CCCC(=O)Nc1ccc(Cl)cc1Cl	6	0.9	0	-0.5	0.1	-1.4	-19	-29	6
Cc1ccc(NS(=O)(=O)c2cc(OCC(N)=O)c(C)cc2Cl)cc1C	-11	1.9	-3	-0.1	0.7	2.1	-23	-115	0
CCC(C)NS(=O)(=O)c1ccc(OCC(=O)NCc2ccc(OC)cc2)cc1 (stereo not given)	20	0.2	-2	0.5	0.3	-0.6	-9	-2	0
Cc1nn(-c2ccccc2)c(N2CCCC2)c1/C=N/NC(=O)c1cc(-c2ccccn2)nc2ccccc12	-126	1.1	-1	-0.2	1.1	1.2	9	-9	3
O=C(OC1CCOC1=O)c1ccc2ncsc2c1 (stereo not given)	-16	0.3	-2	0.6	0.9	-0.3	9	-6	3
N#Cc1ccsc1NC(=O)COC(=O)c1cc(Br)ccc1O	-41	-0.9	-2	0.5	2.7	4.1	-22	-2	-5
Cc1cccc(-n2ncc3c(NCc4ccccn4)ncnc32)c1	2	-0.5	-1	-1.0	0.2	0.3	-4	-16	6
O=C(COC(=O)c1cc(-c2ccc(F)cc2)nc2ccccc12)NCC1CCCO1 (stereo not given)	13	0.8	2	-0.5	0.2	1.6	-15	-5	11
CCc1ccc(N/C(SCc2ccccc2C)=C(/C#N)C(=O)NCc2ccco2)cc1	5	0.0	-2	-0.4	2.7	2.0	45	-24	4
O=C(CSc1ccc2nnc(-c3ccncc3)n2n1)Nc1ccc2c(c1)OCCO2	-15	0.1	0	1.9	0.4	0.7	4	14	9
CN1CCN(C(=S)c2cn(Cc3ccccc3F)c3ccccc23)CC1	-15	1.4	-4	0.7	0.8	-1.0	-8	-8	2
COc1ccc(C(=O)Nc2cc(C)ccc2NC(=O)COc2ccccc2)cc1	51*	-2.2	-3	0.8	-0.7	0.4	6	7	-1
Cn1c(-c2ccc3c(c2)OCO3)cc(=O)c2ccccc21	-215	0.2	1	0.7	0.7	0.1	-6	-2	0
Cc1cccc(C)c1NC(=O)CCCSc1nnc(-c2ccco2)n1-c1ccccc1	12	1.2	-3	-0.8	-1.2	0.8	29	2	2
COc1cc2c(cc1OC)-c1cc(OCc3cccnc3)nc(=O)n1CC2	i	0.6	-2	-0.3	0.5	0.5	11	-6	1
COc1ccc(C(=O)N[C@H](C(=O)Nc2nc3c(s2)CCCC3)C(C)C)cc1	7	0.8	-2	-0.4	-0.2	-1.4	-12	0	3
CN(Cc1nccn1C)C(=O)CC1C(=O)NCCN1Cc1ccccc1C(F)(F)F (stereo not given)	3	-0.7	2	1.1	-0.4	-0.2	8	4	3
C[C@H](NC(=O)c1nc[nH]c1C(=O)NC1CCN(C(=O)OC(C)(C)C)CC1)C(=O)OC(C)(C)C	-6	-1.1	-3	0.9	0.4	-0.8	1	6	2
CSc1nsc(SC)c1NC(=O)Nc1ccccc1C	-52	1.8	1	0.0	-0.6	-1.2	-9	-11	2
CCC(CC)C(=O)NCc1ccccc1OC	-14	-1.9	2	0.3	0.3	-0.4	23	4	5

Carrying on:
SMILES	Calpain2 inh	S1P4 agonist	Ba/F3 V617F tox	PERK inhibitor	TRPML3 agonist	TRPN1 ag	EP2 modulator	S1P4 antagonist	BaF3 tox
COc1ccc2cc(S(=O)(=O)N3CCCCC3)ccc2c1S(=O)(=O)N1CCCCC1	-22	-1.5	1	2.0	1.1	1.3	1	-9	6
COc1ccccc1NC(=O)COc1ccc(C(=O)NC2CCCc3ccccc32)cc1OC (stereo not given)	5	0.1	0	0.6	0.8	-0.6	-35	-7	1
CC(=O)OC[C@H]1O[C@@H](Sc2cccc3cccnc23)[C@H](OC(C)=O)[C@@H](OC(C)=O)[C@H]1OC(C)=O	-89	-3.4	6	-1.2	0.5	2.1	24	1	11
O=C(NC1c2ccccc2-c2ccccc21)c1ccccc1	14	-0.8	-3	0.8	0.5	-1.9	7	-20	2
O=C(NCc1ccco1)/C(=C/c1ccco1)NC(=O)c1ccco1	14	-0.2	7	-0.3	-2.4	-1.2	4	-3	8
Cc1cc(-c2ccc(Cl)cc2)n2ncnc2n1	-4	-0.1	-3	1.0	0.2	-1.2	14	2	4
C#CCSc1nnnn1-c1ccc(Br)c(C)c1	-6	0.5	-1	0.3	-0.5	-0.6	-18	-4	-2
COc1ccc(-c2nc(NC(=O)C3=NN(c4cccc(C)c4)C(=O)CC3)sc2C)cc1	-70	1.1	3	0.3	0.4	-1.1	22	-7	5
Cn1c(C(=O)O)cnc1Sc1ncc(C(F)(F)F)cc1Cl	-27	1.3	-3	1.7	0.1	0.4	34	-4	-4
N#CCN1CCN(CC(=O)c2ccc(Br)cc2)CC1	-1	2.1	1	0.4	0.4	2.0	13	-5	4
Cc1ccc(-n2nc3cc(Cl)c(NC(=O)c4ccco4)cc3n2)cc1	-104	0.3	-4	-0.8	1.4	0.8	0	-6	3
CCCC(=O)Nc1ccc(NC(=O)c2cccc(OC)c2)nc1	22	-0.1	-2	1.0	0.0	-2.0	-9&-24	10	0
Cc1ccc(SCCC(=O)OCC(=O)Nc2ncc(Cl)cc2Cl)cc1	-52	0.9	1	0.8	-0.7	-1.1	4	-26	6
CCOc1cc(CNCc2cccnc2)ccc1OCC(=O)NC(C)(C)C	6	2.5	0	0.3	1.2	0.7	21	-8	3
Nc1nc2c(F)c(F)c(F)cc2s1	-24	1.2	0	0.3	-0.1	1.4	-23	-11	8
COCC1=C(C(=O)OC)C(c2cccs2)n2ncnc2N1 (stereo not given)	2	1.1	-2	-0.3	0.5	0.6	0	-10	-1
CCOC(=O)C1CCN(C(=O)/C=C/c2ccccc2)CC1	1	0.6	2	1.0	0.8	1.5	-38&15	5	4
CC(C)COc1ccc(C(=O)OC2CC(C)(C)OCC2CN(C)C)cc1 (stereo not given)	-18	-0.9	-1	-0.9	0.3	0.4	5	-5	5
COc1cccc(-c2csc(N3CCN(CC(=O)NNC(=O)c4ccco4)CC3)n2)c1	8	1.3	3	0.4	0.5	0.9	-15	-7	3
O=S(=O)(Nc1ccc(N2CCOCC2)cc1)c1ccccc1	11	-4.4	-5	0.3	0.7	0.0	-20	0	0
Cc1ccccc1N1CCN(Cc2c(C#N)c3ccccc3n2C)CC1	31	-0.4	5	0.1	0.1	0.2	-15	-22	2
Cc1ccnc(SCCn2c(N3CCCCC3)nc3c2c(=O)n(C)c(=O)n3C)n1	-9	-0.7	-4	-1.1	1.1	1.1	9	-7	1
O=C(c1ccc(Cn2c(=O)[nH]c3ccccc3c2=O)cc1)N1CCN(c2ccc(F)cc2)CC1	-65	2.1	3	-1.5	0.7	1.4	-16	11	-1
Cc1ccc(-c2ccc(S(=O)(=O)NCc3ccco3)cc2)cc1	4	0.1	0	0.7	0.2	-0.3	4	-1	2
O=C(COC(=O)c1ccccc1Nc1ccccc1)NCc1ccco1	-62	-0.7	-3	0.3	-1.2	-2.6	10	3	1

Complete entries, quoted from the list.
`O=C(NCc1ccco1)/C(=C/c1ccco1)NC(=O)c1ccco1` as listed: Calpain2 inh: 14; S1P4 agonist: -0.2; Ba/F3 V617F tox: 7; PERK inhibitor: -0.3; TRPML3 agonist: -2.4; TRPN1 ag: -1.2; EP2 modulator: 4; S1P4 antagonist: -3; BaF3 tox: 8
`COc1ccc(-c2nc(NC(=O)C3=NN(c4cccc(C)c4)C(=O)CC3)sc2C)cc1` as listed: Calpain2 inh: -70; S1P4 agonist: 1.1; Ba/F3 V617F tox: 3; PERK inhibitor: 0.3; TRPML3 agonist: 0.4; TRPN1 ag: -1.1; EP2 modulator: 22; S1P4 antagonist: -7; BaF3 tox: 5

Filtered by structure, those above containing an NH in an aromatic ring
SMILES	Calpain2 inh	S1P4 agonist	Ba/F3 V617F tox	PERK inhibitor	TRPML3 agonist	TRPN1 ag	EP2 modulator	S1P4 antagonist	BaF3 tox
C[C@H](NC(=O)c1nc[nH]c1C(=O)NC1CCN(C(=O)OC(C)(C)C)CC1)C(=O)OC(C)(C)C	-6	-1.1	-3	0.9	0.4	-0.8	1	6	2
O=C(c1ccc(Cn2c(=O)[nH]c3ccccc3c2=O)cc1)N1CCN(c2ccc(F)cc2)CC1	-65	2.1	3	-1.5	0.7	1.4	-16	11	-1

Next compounds:
SMILES	Calpain2 inh	S1P4 agonist	Ba/F3 V617F tox	PERK inhibitor	TRPML3 agonist	TRPN1 ag	EP2 modulator	S1P4 antagonist	BaF3 tox
COC(=O)Cc1c[nH]c2ccc(OCC(O)CNC(C)C)cc12 (stereo not given)	0	1.1	2	0.2	0.9	2.6	15	-15	1
O=C(Nc1nnc(CCc2ccccc2)s1)C1CCCO1 (stereo not given)	-121	-0.9	1	-0.4	-0.2	0.1	9	-11	5
O=C(CSc1nnc(CNc2ccccc2)o1)N1CCCc2ccccc21	8	-2.7	-2	-0.4	-0.2	1.2	-21	-5	2
N#Cc1ccsc1NC(=O)c1cnccn1	22	1.2	-1	1.8	-0.1	0.6	15	0	2
CSc1nnc(C)c(/C=C/Nc2ccc(Cl)cc2)n1	-8	-1.2	-2	-0.9	-0.1	0.5	20	-16	-1
CC(/C=C/c1ccccc1)=N/NC(=O)c1cc([N+](=O)[O-])cc([N+](=O)[O-])c1	24	1.0	-1	0.9	0.8	0.8	23	-21	7

A few values from above.
N#Cc1ccsc1NC(=O)c1cnccn1 in PERK inhibitor = 1.8
O=C(Nc1nnc(CCc2ccccc2)s1)C1CCCO1 (stereo not given) in BaF3 tox = 5
CC(/C=C/c1ccccc1)=N/NC(=O)c1cc([N+](=O)[O-])cc([N+](=O)[O-])c1 in PERK inhibitor = 0.9
